# Screening data from PubChem BioAssay.
# TIM10 inh – growth inhibitors of TIM10 yeast strain | S. cerevisiae TIM10 strain growth, BacTiter-Glo luminescence, 24 h | inhibition, % at 10 µM | 330,000 compounds, 1.4% hits;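 active = inhibition of 40% or more at the single tested concentration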;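 note: wild-type TIM10 isogenic control strain grown at permissive 25 °C; 0% = DMSO yeast wells and 100% = minimal medium wells without yeast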
# tim23-1 inh – inhibits growth of tim23-1 mutant yeast; 330,000 compounds, 1.3% hits; inhibition, % at 20 µM; S. cerevisiae tim23-1 growth, BacTiter-Glo luminescence, 24 h;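 active = growth inhibition of the mutant yeast at or above 50%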;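 note: temperature-sensitive mutant grown at 25 °C; plate controls were DMSO-treated mutant yeast for no effect and medium wells lacking yeast for full effect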
# tim10-1 inh – growth inhibitors of tim10-1 mutant yeast; 330,000 compounds, 2.2% hits; inhibition, % at 20 µM; S. cerevisiae tim10-1 ts strain growth, BacTiter-Glo, 24 h;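 active = inhibition of at least 40%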;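 note: mutant grown at 25 °C; 0% = DMSO wells with yeast and 100% = wells holding no yeast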
# Jurkat NFkB inh – lowers PMA/ionomycin-induced NF-kB signal in Jurkat cells. PMA/ionomycin-induced NF-kB luciferase reporter, luminescence. inhibition, % at 4 µM. 330,000 compounds, 0.53% hits. AID 435003; in the data active = inhibition above about 50%
# UPR CHOP act – apoptotic UPR (CHOP) activation. CHO-CHOP luciferase reporter, luminescence; percent of tunicamycin response over DMSO baseline. activation, % at 10 µM. 330,000 compounds, 0.34% hits. AID 449763;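 active = at 10 µM dose, activation of 40% or more, normalized to positive control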;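 note: 100% = tunicamycin at 10 µg/mL and 0% = DMSO alone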
#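 Dosing – one dose, 10 µM in 0.5% DMSO · System – CHO-CHOP cells, stable luciferase reporter of PERK-eIF2a-CHOP signalling · Input – 500 cells/well · Control set – tunicamycin 10 µg/mL final as positive, DMSO-only wells as negative · Timing – 6 h compound treatment, 37 °C · Measure – % activation vs tunicamycin · Technique – luminescence read with Steady-Glo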
# UPR XBP1 act – activators of adaptive arm of unfolded protein response (XBP1) | CHO-XBP1 luciferase reporter, IRE1-XBP1 UPR activation, luminescence; percent of tunicamycin response, DMSO as zero | activation, % at 20 µM | 330,000 compounds, 0.33% hits | AID 463104;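 active = versus positive control, 20 µM dose yields 30% or more activation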;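 note: 100% = tunicamycin at 10 µg/mL and 0% = DMSO only wells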
#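 Assay system: CHO-XBP1 luciferase reporter cells; Schedule: 6 h treatment, 37 °C; Detection: glow luminescence from Steady-Glo reagent; Benchmarks: high control tunicamycin 10 µg/mL final, low control DMSO vehicle only.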
# 697 NFkB inh – lowers PMA/ionomycin-induced NF-kB signal in 697 B cells. 697 B-cell NF-kB luciferase reporter, 16 h. inhibition, % at 4 µM. 330,000 compounds, 0.33% hits; in the data active = inhibition above about 35%
# Mdm2-MdmX inh – disrupts the human Mdm2-MdmX interaction | inhibition, % at 8 µM | SaOS-2 split-luciferase Mdm2/MdmX complementation, luminescence | O15151+Q00987 | 330,000 compounds, 3% hits;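 active = inhibition of at least 50% at 8 µM in the primary screen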
# Target sequence (O15151 whole entry, looked up): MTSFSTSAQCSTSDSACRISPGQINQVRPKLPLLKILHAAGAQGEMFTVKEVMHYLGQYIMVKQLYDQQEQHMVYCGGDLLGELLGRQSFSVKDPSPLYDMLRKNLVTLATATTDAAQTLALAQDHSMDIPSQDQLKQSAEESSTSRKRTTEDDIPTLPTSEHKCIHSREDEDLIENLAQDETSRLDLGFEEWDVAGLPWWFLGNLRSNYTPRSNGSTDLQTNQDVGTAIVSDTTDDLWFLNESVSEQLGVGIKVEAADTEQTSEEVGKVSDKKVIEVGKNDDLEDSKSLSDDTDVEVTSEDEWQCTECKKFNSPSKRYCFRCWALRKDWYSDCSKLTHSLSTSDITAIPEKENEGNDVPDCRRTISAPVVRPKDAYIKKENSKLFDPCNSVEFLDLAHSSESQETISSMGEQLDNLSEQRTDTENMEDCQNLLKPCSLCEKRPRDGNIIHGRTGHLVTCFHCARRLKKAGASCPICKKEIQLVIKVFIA
# Target sequence (Q00987 whole entry, looked up): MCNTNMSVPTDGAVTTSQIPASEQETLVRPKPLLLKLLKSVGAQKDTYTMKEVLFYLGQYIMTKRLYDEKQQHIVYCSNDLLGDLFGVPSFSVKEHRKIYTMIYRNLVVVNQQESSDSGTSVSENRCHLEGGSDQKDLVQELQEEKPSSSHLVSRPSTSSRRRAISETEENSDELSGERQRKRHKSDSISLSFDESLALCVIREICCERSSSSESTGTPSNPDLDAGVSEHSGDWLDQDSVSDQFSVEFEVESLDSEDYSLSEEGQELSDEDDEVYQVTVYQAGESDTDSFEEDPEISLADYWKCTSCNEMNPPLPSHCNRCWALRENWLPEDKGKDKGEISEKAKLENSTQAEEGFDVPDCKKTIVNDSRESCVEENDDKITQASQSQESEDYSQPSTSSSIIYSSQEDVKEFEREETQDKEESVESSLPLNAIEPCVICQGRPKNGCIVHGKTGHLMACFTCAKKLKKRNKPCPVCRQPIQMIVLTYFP
# Active calls of the source: *. Not a hit list; overall some 6.6% were active at least once.
SMILES,TIM10 inh,tim23-1 inh,tim10-1 inh,Jurkat NFkB inh,UPR CHOP act,UPR XBP1 act,697 NFkB inh,Mdm2-MdmX inh
NC(=O)CN(c1ccc([N+](=O)[O-])cc1)S(=O)(=O)c1ccccc1,2,-7,0,16,-1.2,0,11,18
Cc1c(C(=O)NC(=S)Nc2ccc(NC(=O)c3cccs3)cc2)cccc1[N+](=O)[O-],16,7,9,19,6.1,2,-30,36
O=C(Nc1cccc([N+](=O)[O-])c1)C1C2CCCCC21 (stereo not drawn),-11,15,0,-18,1.3,3,-24,15
O=C(c1nc2ccc(Cl)cn2c1CNCC[C@@H]1C[C@@H]2C=C[C@H]1C2)N1CCCCCCC1,13,26,-5,-3,1.5,1,-6,40
CCS(=O)(=O)Nc1cccc(C2=NN(S(=O)(=O)c3ccc(C)cc3)C(c3ccco3)C2)c1 (stereo not drawn),4,-5,23,-9,1.2,0,-33,11
CN(C(=O)COC(=O)c1nc(Cl)ccc1Cl)c1ccccc1,8,15,22,-4,1.0,-6,13,13
Cc1ccc2ccc3cccc4ccc1c2c34,17,37,3,0,1.5,-1,11,20
O=C(c1cnn2c(C(F)F)cc(C3CC3)nc12)N1CCc2ccccc2C1,7,33,21,5,-0.9,0,-11,5
Cn1cnnc1SCCn1c(N2CCCCC2)nc2c1c(=O)[nH]c(=O)n2C,-8,-1,0,2,8.9,0,-13,9
O=[N+]([O-])c1ccc(COc2ccc(CNc3ccccc3)cc2)cc1,-2,-7,2,-38,-0.9,-1,5,11
COc1ccc(CN2C(=O)c3oc4ccccc4c(=O)c3C2c2ccc(O)c(OC)c2)cc1 (stereo not drawn),-10,4,9,7,1.6,-1,5,13
CC1CC(c2ccccc2)n2nc(NC(=O)CCc3ccccc3)nc2N1 (stereo not drawn),-4,16,-8,4,-1.8,0,10,12
CC(=O)c1ccccc1OC(=O)CCN1C(=O)c2ccccc2C1=O,10,15,32,10,2.3,3,14,2
O=C(CN1CCCCC1)Nc1scc2c1c(=O)oc1ccccc12,-27,15,1,-54,4.0,8,-47,13
O=C(N/N=C1/CCCc2ccccc21)C(c1ccccc1)c1ccccc1,12,26,6,-8,-1.0,21,-7,58*
CCc1ccc(N2C(=O)CN(CC(=O)OC)C2=S)cc1,-2,21,16,-8,-0.9,-4,11,19
O=C(C[C@H]1C/C=C\C[C@H](Cc2ccc(F)cc2)C(=O)OC[C@@H]2CCCN2C1=O)N[C@H](CO)Cc1ccccc1,1,-1,15,-8,1.2,-1,1,12
COc1ccccc1CNC(=S)Nc1ccc(F)cc1,16,33,48*,-18,-0.6,0,-15,0
C=CC[C@H](CC(=O)NCCO)C(=O)N[C@H](COC(=O)[C@@H](CC=C)Cc1ccc(F)cc1)Cc1ccccc1,0,15,29,-24,0.0,1,-17,-24
COc1ccc(CC2=CC(=O)c3ccccc3C2=O)cc1,36,66*,30,16,187*,-7,-105,55*
Cc1ccc(C(=O)NNC(=O)OC(C)(C)C)c(Cl)c1,6,3,0,-8,-1.5,2,14,-26
Cc1ccc(C(=O)N2Cc3ccccc3CC2C(=O)O)cc1 (stereo not drawn),1,20,1,-5,0.3,-3,2,-20
FC(F)Sc1ccc(-n2cc(-c3ccc(Cl)cc3)[n+]3c2CCC3)cc1,-12,-21,2,5,5.1,2,-26,40
Cc1ccc(C(=O)NC(=S)NCc2cccnc2)cc1,-14,-2,2,-12,-0.3,0,2,21
Cc1ccc(S(=O)(=O)CCC(=O)Nc2nccs2)cc1,-2,2,1,3,-1.3,-3,26,22
CCOc1ccc(N2C(=O)CC(Sc3n[nH]c(-c4ccccc4)n3)C2=O)cc1 (stereo not drawn),57*,23,51*,4,0.7,-5,-7,6
Cc1cc(C)nc(-n2nc(C)cc2Nc2ccccc2)n1,22,48,41*,-9,59*,17,-46,2
c1csc(-c2nc(CN3CCSCC3)cs2)c1,-4,11,-1,-83,-2.1,-7,-103,-64
COC(=O)c1ccc(/C=C/C(=O)OCC(=O)Nc2cc(C)on2)cc1,1,0,8,-9,-0.3,0,4,-13
CCCn1c(=O)c2c(c3ccccc31)OC(C)C(=O)N2 (stereo not drawn),-14,-2,24,-9,-2.1,-1,30,25
O=C(NCC1CCCO1)c1ccc2c(=O)n(-c3ccccc3)c(=S)[nH]c2c1 (stereo not drawn),0,5,7,8,1.7,-2,13,-7
Cc1ccc(SCc2[nH]nc3c2C(c2ccc(C)o2)C(C#N)=C(N)O3)cc1 (stereo not drawn),23,41,42*,-17,0.1,-1,-12,-10
Cc1n[nH]c(C)c1CCNCc1ccc(OCC(O)CN2CCCCC2)cc1 (stereo not drawn),2,-1,-2,-8,2.7,2,0,10
CCOc1ccccc1CNC(=O)C(C)n1nc(C)c2c(C)n(-c3ccccc3)nc2c1=O (stereo not drawn),-6,7,13,20,0.7,-4,-8,17
COCCN1C(=O)N(c2cccc(C)c2)C(=O)C1CC(=O)Nc1ccc(OC)cc1 (stereo not drawn),7,17,2,9,1.2,1,-17,18
CCOC(=O)CSc1nc2ccccc2n1CC(=O)N1CCN(c2ccccc2)CC1,-6,18,4,17,-0.1,-1,21,-28
COc1ccc(/C=C2\SC(=S)N(CC(=O)OCC(=O)Nc3ccc(C)cc3Cl)C2=O)cc1,-5,-15,10,-4,-1.2,-2,0,-2
COc1ccc(Cc2nnc(N)s2)cc1,11,1,-2,15,0.1,-1,25,-3
N#Cc1nc(N2CCCC2)nc(N2CCCC2)n1,9,15,10,25,-1.9,4,-5,33
CC(C)(C)NC(=O)c1cc(-c2ccccc2)n[nH]1,15,21,9,-12,2.1,0,-2,-35
CC1=NNC(=O)C1C(c1ccccc1)C(C#N)C#N (stereo not drawn),18,21,9,-12,1.1,0,14,6
N#CC1=C(C=Nc2ccccc2O)CCC1,-7,16,13,-16,2.2,-1,-10,22
Cc1ccccc1NCC(=O)N/N=C\C=C\c1cccc([N+](=O)[O-])c1,23,18,37,14,-0.2,1,-18,3
O=C(Nc1ccccc1)N1CCN(c2nc3ccccc3s2)CC1,13,4,-8,6,3.4,-3,-10,14
COc1ccccc1N1CCN(C(=O)C(Sc2ccccc2)c2ccccc2)CC1 (stereo not drawn),30,20,21,3,-1.4,-6,-14,38

# Compounds above that have a halogen:
SMILES,TIM10 inh,tim23-1 inh,tim10-1 inh,Jurkat NFkB inh,UPR CHOP act,UPR XBP1 act,697 NFkB inh,Mdm2-MdmX inh
O=C(c1nc2ccc(Cl)cn2c1CNCC[C@@H]1C[C@@H]2C=C[C@H]1C2)N1CCCCCCC1,13,26,-5,-3,1.5,1,-6,40
CN(C(=O)COC(=O)c1nc(Cl)ccc1Cl)c1ccccc1,8,15,22,-4,1.0,-6,13,13
O=C(c1cnn2c(C(F)F)cc(C3CC3)nc12)N1CCc2ccccc2C1,7,33,21,5,-0.9,0,-11,5
O=C(C[C@H]1C/C=C\C[C@H](Cc2ccc(F)cc2)C(=O)OC[C@@H]2CCCN2C1=O)N[C@H](CO)Cc1ccccc1,1,-1,15,-8,1.2,-1,1,12
COc1ccccc1CNC(=S)Nc1ccc(F)cc1,16,33,48*,-18,-0.6,0,-15,0
C=CC[C@H](CC(=O)NCCO)C(=O)N[C@H](COC(=O)[C@@H](CC=C)Cc1ccc(F)cc1)Cc1ccccc1,0,15,29,-24,0.0,1,-17,-24
Cc1ccc(C(=O)NNC(=O)OC(C)(C)C)c(Cl)c1,6,3,0,-8,-1.5,2,14,-26
FC(F)Sc1ccc(-n2cc(-c3ccc(Cl)cc3)[n+]3c2CCC3)cc1,-12,-21,2,5,5.1,2,-26,40
COc1ccc(/C=C2\SC(=S)N(CC(=O)OCC(=O)Nc3ccc(C)cc3Cl)C2=O)cc1,-5,-15,10,-4,-1.2,-2,0,-2

# Later entries:
SMILES,TIM10 inh,tim23-1 inh,tim10-1 inh,Jurkat NFkB inh,UPR CHOP act,UPR XBP1 act,697 NFkB inh,Mdm2-MdmX inh
COc1ccc(C(=O)Nn2cnnc2)cc1OC,-13,-20,-6,-5,1.1,4,-9,11
Cc1[nH]n(C(N)=S)c(=O)c1C(c1ccccc1)C(C#N)C#N (stereo not drawn),5,29,40,-7,-1.6,-4,-17,10
COc1ccc(CCNC(=O)CC2SC(=NCc3ccccc3OC)NC2=O)cc1 (stereo not drawn),-24,12,15,1,-0.5,-4,21,9
COc1ccccc1C(=O)NC(=O)COC(=O)c1cc[n+]([O-])cc1,-3,11,10,15,-0.9,1,28,5
COc1ccc(OC)c(Nc2ncnc3ccccc23)c1,-12,-4,14,-7,-0.2,0,-41,8
O=C(O)/C=C/C(=O)Nc1ccc(OC(F)F)cc1,2,7,-7,2,-0.5,-1,10,-4
CC1CN(C(=O)c2cccc(S(=O)(=O)N3CCN(c4ccccc4)CC3)c2)CC(C)O1 (stereo not drawn),-18,15,-47,17,1.3,-2,20,-5
CCN(CC)C(=O)c1ccc(NS(=O)(=O)c2ccccc2)cc1,-3,20,21,-10,-1.6,0,-6,-7
COc1cccc(C(=O)OCC(=O)NC(=O)NC2CCCC2)c1O,15,22,28,3,0.6,-4,2,4
CCN(c1ccccc1)S(=O)(=O)c1ccc(C(=O)NCc2ccco2)cc1,0,18,-1,1,0.0,-4,-9,13
COC(=O)[C@H](CC(C)C)NC(=O)NCCCc1ccccc1,4,0,10,2,1.7,-1,-15,-8
COc1ccccc1OCCNC(=O)c1ccco1,2,-2,-8,12,0.2,-1,-9,-9
Cc1cnc(C(=O)OC(C(=O)Nc2cc(C(F)(F)F)ccc2Cl)c2ccccc2)cn1 (stereo not drawn),98*,29,28,-8,2.7,-1,13,31
CCc1ccccc1NC(=O)CSc1n[nH]c(C)c1[N+](=O)[O-],-5,2,-8,-1,0.3,-1,-2,-10
CN(C)/C(CN1CCCCC1)=C1\N=C(c2ccccc2)OC1=O,-22,-1,-13,-15,-1.7,-3,-29,0

# Retrieved one by one from above:
SMILES,TIM10 inh,tim23-1 inh,tim10-1 inh,Jurkat NFkB inh,UPR CHOP act,UPR XBP1 act,697 NFkB inh,Mdm2-MdmX inh
COc1ccccc1C(=O)NC(=O)COC(=O)c1cc[n+]([O-])cc1,-3,11,10,15,-0.9,1,28,5
CCN(c1ccccc1)S(=O)(=O)c1ccc(C(=O)NCc2ccco2)cc1,0,18,-1,1,0.0,-4,-9,13
CCN(CC)C(=O)c1ccc(NS(=O)(=O)c2ccccc2)cc1,-3,20,21,-10,-1.6,0,-6,-7
COc1cccc(C(=O)OCC(=O)NC(=O)NC2CCCC2)c1O,15,22,28,3,0.6,-4,2,4
